VHR inh abs = inhibitors of human VHR1 phosphatase (DUSP3). 290,000 compounds, 0.52% hits. inhibition, % at 13.3 µM. P51452. recombinant VHR phosphatase, pNPP absorbance. AID 1654; in the data active means inhibition above about 50%; further: some compounds called inactive have numbers as strong as hits
Target sequence (P51452 whole entry, looked up): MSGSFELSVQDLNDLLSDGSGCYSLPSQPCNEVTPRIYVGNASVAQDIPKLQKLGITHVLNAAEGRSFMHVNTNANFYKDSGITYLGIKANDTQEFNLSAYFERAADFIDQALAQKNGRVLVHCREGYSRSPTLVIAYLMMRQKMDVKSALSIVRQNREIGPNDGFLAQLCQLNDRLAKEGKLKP
Yp Topo-I inh = blocks Yersinia pestis topoisomerase I activity. activity, % at 10 µM. 360,000 compounds, 0.064% hits. AID 504884. Y. pestis Topo-I cleavage product accumulation, plate reader; in the data active means activity above about 50%, passing the limit was not always enough; inconclusive means no clear call, values can overlap the other calls; further: inactives centre near 2
TcdB inh = TcdB glycohydrolase inhibition. P18177. TcdB glycohydrolase enzymatic assay, plate reader. inhibition, % at 9.99 µM. 350,000 compounds, 0.24% hits. AID 652162; in the data active means inhibition above about 10%
Anthrax LF inh2 = inhibitors of Bacillus anthracis lethal factor protease | multiplex microsphere protease cleavage assay, LF | AID 588501 | 360,000 compounds, 0.12% hits | inhibition, % at 10 µM; further: plate controls were buffer without enzyme for full effect and enzyme alone for no effect
Target sequence (P15917 whole entry, looked up): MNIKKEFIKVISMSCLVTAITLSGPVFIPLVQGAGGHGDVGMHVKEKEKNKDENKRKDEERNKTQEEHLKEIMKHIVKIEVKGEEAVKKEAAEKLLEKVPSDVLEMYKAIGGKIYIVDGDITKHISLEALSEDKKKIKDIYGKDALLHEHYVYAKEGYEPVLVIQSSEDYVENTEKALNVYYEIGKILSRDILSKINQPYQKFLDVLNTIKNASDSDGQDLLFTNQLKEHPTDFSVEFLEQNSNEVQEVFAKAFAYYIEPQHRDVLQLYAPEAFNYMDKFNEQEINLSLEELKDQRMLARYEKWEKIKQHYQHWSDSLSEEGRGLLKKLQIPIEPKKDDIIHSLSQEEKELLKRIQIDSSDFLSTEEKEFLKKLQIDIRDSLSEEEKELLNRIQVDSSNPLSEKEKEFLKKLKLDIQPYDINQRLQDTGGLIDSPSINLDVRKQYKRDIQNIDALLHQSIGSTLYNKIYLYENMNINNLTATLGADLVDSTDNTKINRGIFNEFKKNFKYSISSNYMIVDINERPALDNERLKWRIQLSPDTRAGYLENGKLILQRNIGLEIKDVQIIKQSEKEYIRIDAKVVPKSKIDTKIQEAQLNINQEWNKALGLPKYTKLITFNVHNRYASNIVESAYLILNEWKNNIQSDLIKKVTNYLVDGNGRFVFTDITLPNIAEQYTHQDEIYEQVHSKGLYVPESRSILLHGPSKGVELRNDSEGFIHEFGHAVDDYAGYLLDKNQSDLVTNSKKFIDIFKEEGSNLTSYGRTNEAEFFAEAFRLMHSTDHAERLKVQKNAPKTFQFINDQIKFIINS
PriA SSB inh = inhibitors of Klebsiella pneumoniae PriA binding to SSB C-terminal tail; AlphaScreen SSBct-PriA binding, biotinylated peptide; inhibition, % at 33 µM; 430,000 compounds, 0.6% hits; AID 1272365; in the data active means inhibition mostly above about 37%, no sharp cut-off; inactive means mostly below about 20%;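 further: plate controls were negative control peptide for no effect and reference peptide for full effect; strong numbers were not always called active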
BoNT A protease = inhibitors of Botulinum neurotoxin A light chain protease | multiplex microsphere protease substrate cleavage, flow cytometry | 360,000 compounds, 0.17% hits | inhibition, % at 10 µM | AID 588499; further: plate controls were buffer without enzyme for full effect and enzyme alone for no effect
PfHsp40 rescue = rescue of PfHsp40-mediated yeast toxicity; 340,000 compounds, 0.68% hits; growth rescue, % at 12.5 µM; S. cerevisiae expressing PfHsp40, growth rescue, ATP luminescence; AID 504582; in the data active means growth rescue above about 28%, passing the limit was not always enough; inconclusive means no clear call, values can overlap the other calls;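 further: yeast W303a lacking pdr1 and pdr3 grown in galactose medium; growth measured after three days at 30 °C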
SARS 3CLpro inh = SARS-CoV 3CLpro protease inhibition | P0C6X7 | recombinant SARS-CoV 3CLpro, quenched FRET peptide cleavage | inhibition, % at 6 µM | 290,000 compounds, 0.14% hits | AID 1706; in the data active means inhibition above about 12%
CCHFV vOTU inh = CCHFV vOTU protease inhibition; inhibition, % at 11.5 µM; 370,000 compounds, 0.55% hits; Pep-AMC fluorescence; in the data active means inhibition above about 30%; further: 0% = vehicle wells with enzyme and 100% = no enzyme wells
BH1578 lux ind = inducers of Vibrio cholerae quorum light production without autoinducers | activation, % at 18.7 µM | 350,000 compounds, 0.16% hits | V. cholerae BH1578 lux reporter, luminescence, 6 h; in the data active means activation mostly above about 9.7%, no sharp cut-off; inconclusive means no clear call, values can overlap the other calls; inactive means mostly below about 3.7%; further: not every result past the cut was called active; inactives centre near 0; reference of the scale not given here
* = called active by the depositor; i = inactive; ? = inconclusive; . = no result given; & = joins results of further samples. Unless noted, no stated cut-off is given here; in the data, active means inhibition above about 30%; inconclusive means no clear call, values can overlap the other calls; inactive means below that. An excerpt (hit frequency here may not be typical).

structure | VHR inh abs | PfHsp40 rescue | PriA SSB inh | TcdB inh | BH1578 lux ind | Yp Topo-I inh | Anthrax LF inh2 | BoNT A protease | CCHFV vOTU inh | SARS 3CLpro inh
CCS(=O)(=O)C1=NN2C(=N)/C(=C\c3ccc(OS(=O)(=O)c4ccccc4)cc3)C(=O)N=C2S1 | -5 | -1.3 | -3 | . | -2.0 | 9 | -3 | -0.5 | . | -1
CC1(OC(=O)CCc2ccccc2)C(=O)C=C2C=C(c3ccc(C#N)cc3)N(CC3CC3)C=C2C1=O (stereo not drawn) | 15 | -0.4 | -3 | 0.1 | i | 8 | -4 | 5.0 | -8 | .
CCCOC(=O)c1c(NC(=O)C2C3C=CC(C3)C2C(=O)O)sc2c1CCC(C)C2 (stereo not drawn) | 7 | -1.7 | 4 | -2.9 | i | 13 | -10 | -0.9 | 13 | 2
COc1ccccc1NC(=O)CSc1nnc(COc2ccc(Cl)cc2)n1Cc1ccco1 | 21 | 4.7 | 9 | . | i | 16 | -4 | -0.7 | -3 | -3
COc1ccc(C(=O)NC2CCN(CC(=O)NC3CCCCC3)CC2)cc1 | 10 | 0.2 | -1 | 1.2 | -5.6 | 3 | -3 | -1.3 | -6 | -2
CCCOc1ccc(N2C(=O)CC(NCc3cccnc3)C2=O)cc1 (stereo not drawn) | 12 | -1.6 | -1 | 0.4 | 21 | -1 | -3 | 0.2 | -15 | 2
COc1ccc(-c2cc(-c3cccs3)nc(OC)c2C#N)cc1OC | 5 | 0.1 | -39 | 0.1 | -0.2 | 6 | 0 | 2.1 | -22 | 1
CCN1CCN(C(=O)c2c(-c3c(Cl)cccc3Cl)noc2C)CC1 | -8 | -0.7 | -9 | 0.0 | -0.2 | 1 | 1 | 0.3 | 4 | -9
C[C@H](CO)N1C[C@H](C)[C@@H](CN(C)Cc2ccc(-c3ccccc3)cc2)Oc2c(NS(=O)(=O)c3cn(C)cn3)cccc2C1=O | . | -2.4 | -6 | -0.1&0.5 | i | 22 | -2 | 0.6 | -8 | .
Cc1nn(CC(=O)Nc2ccc(C(=O)N3CCCCC3)cc2)c(=O)c2ccccc12 | 6 | 0.0 | 5 | . | -2.0 | 8 | 0 | -0.3 | -5 | -2
Cc1cccc(-n2ncc3c2CCCC3NC(=O)CCN2CCCCO2)c1C (stereo not drawn) | 4 | -0.2 | -5 | 4.2 | . | -4 | -7 | 0.3 | -1 | 1
Nc1nc(COc2ccc(Cl)cc2)cs1 | 14 | 1.0 | 7 | 1.0 | 0.2 | 8 | -7 | -1.6 | 13 | 7
O=C(CSc1c[nH]c2ccccc12)N1CCOCC1 | 7 | 0.0 | 11 | . | 0.9 | 0 | -3 | 0.4 | -4 | -1
COCCCN(C(=O)C(C)Oc1ccc(Br)cc1)c1c(N)n(Cc2ccccc2)c(=O)[nH]c1=O (stereo not drawn) | . | -0.8 | -5 | 0.7 | i | 0 | -4 | -1.8 | -2 | .
CCCOc1ccc(-c2c(C(=O)N/N=C(\C)c3ccco3)nnn2-c2nonc2N)cc1 | 15 | -0.3 | . | 0.6 | -0.4 | -8 | 0 | -0.5 | 5 | -3
Cc1ccc2nc(N/C(N)=N/S(=O)(=O)c3ccc([N+](=O)[O-])cc3)nc(C)c2c1 | 8 | 0.0 | . | . | i | -1 | -1 | -0.2 | -5 | 3
O=C(NCC1CC1)NC(=O)c1c(F)cccc1Cl | 4 | -0.9 | -9 | -4.6 | -0.4 | 5 | -2 | 1.8 | 2 | 2
CCOCCCNC(=O)c1c(N)n(-c2ccc(S(N)(=O)=O)cc2)c2nc3ccccc3nc12 | -16 | -0.7 | 0 | . | i | 24 | 2 | 0.9 | -25 | -4
O=C(Oc1ccc2ccc(OC(=O)N3CCCCCC3)cc2c1)N1CCCCCC1 | 4 | -1.3 | -4 | -0.3 | i | 5 | -1 | 0.0 | -5 | 1
O=C(NCc1ccccc1)C1CCCN(S(=O)(=O)c2ccc(-n3cnnn3)cc2)C1 (stereo not drawn) | 1 | -0.8 | 9 | -0.6 | i | 6 | -1 | -1.5 | -6 | 5

Next records follow:
structure | VHR inh abs | PfHsp40 rescue | PriA SSB inh | TcdB inh | BH1578 lux ind | Yp Topo-I inh | Anthrax LF inh2 | BoNT A protease | CCHFV vOTU inh | SARS 3CLpro inh
FC(F)(F)c1cc(-c2ccco2)nc(NCCc2ccccc2)n1 | 23 | 3.5 | -14 | . | 3.8 | 5 | 1 | 1.0 | 0 | 4
CN(Cc1nc(CCc2ccccc2)no1)Cc1cccs1 | -10 | 0.1 | -41 | 1.3 | -0.2 | -2 | -1 | 1.0 | -8 | 4
Cc1ccc(/C=N/NC(=O)c2cccc(S(=O)(=O)N3CCOCC3)c2)o1 | 15 | -0.7 | . | -0.1 | i | 4 | -6 | -0.6 | 0 | 2
CC(C)(C)N(NS(=O)(=O)c1ccc(F)cc1)c1ccccc1 | -12 | 0.2 | -20 | 0.1 | 1.1 | -3 | 20 | 1.5 | 10 | 6
Cc1cccc(S(=O)(=O)NC(=O)C2(C)CCN2C(=O)C2(c3ccc(Cl)cc3)CCC2)c1 (stereo not drawn) | . | . | . | -1.6 | -0.5 | 15 | 4 | 0.1 | -10 | .
Cc1nc(-c2ccc(S(=O)(=O)N3CCN(C(c4ccccc4)c4ccccc4)CC3)s2)cs1 | 0 | 3.0 | -1 | -0.1 | i | 3 | -7 | 0.2 | -4 | 1
COC(=O)C1=C(O)/C(=C/c2ccc(OCC(=O)Nc3ccc(OC)cc3)cc2)N=C1C | . | . | . | -0.9 | 0.6 | 0 | 0 | 0.2 | -5 | .
COc1ccc(/C=N\NC(=O)CCc2c(C)n[nH]c2C)c(OC)c1OC | -8 | -0.1 | . | 0.9 | 4.3 | 3 | 1 | 0.0 | -1 | 1
O=C(Nc1ccccc1Cl)C(=O)c1cn(CC(=O)N2CCOCC2)c2ccccc12 | -7 | -0.3 | -6 | 2.3 | i | 21 | 2 | -2.9 | 6 | 8
COC(=O)c1cccc(NC(=O)NC2CCCN2S(=O)(=O)c2ccc(Cl)cc2)c1 (stereo not drawn) | 4 | 1.7 | 3&9 | . | 3.1 | -13 | 2 | -0.7 | 5 | -1
O=C(Cc1ccccc1F)NC1CCSc2ccccc21 (stereo not drawn) | 5 | 0.0 | -7 | 0.8 | i | 6 | 2 | -3.3 | 9 | -5
COc1cc([N+](=O)[O-])ccc1NC(=O)NCc1ccco1 | 28 | 0.1 | 2 | 0.2 | -0.1 | 6 | -7 | -0.4 | 20 | -2
CC(C)Cc1cc(C(=O)Nc2sc3c(c2C#N)CCC3)no1 | 19 | 0.4 | -10 | 1.1 | -0.2 | -2 | -5 | -0.8 | 1 | -2
O=C(c1ccco1)N1CCN(C(=O)C(Cc2ccccc2)NS(=O)(=O)c2cccs2)CC1 (stereo not drawn) | 2 | 4.8 | -4 | . | -0.4 | -4 | ? | ? | 9 | -2
COc1cc(C(=O)NCC(=O)N2CCN(S(=O)(=O)c3ccccc3C(F)(F)F)CC2)cc(OC)c1OC | . | 0.0 | 1 | 1.0 | 2.1 | 9 | 2 | 1.2 | -10 | .
COc1cc2c3c(c1)C1(C(=O)N3C(C)(C)C=C2C)C(C#N)=C(N)Oc2cc(C)oc(=O)c21 (stereo not drawn) | 2 | 1.1&-1.2 | -13 | . | 0.1&5.0 | 14 | -3 | -0.2 | -5 | -6
CCOC(=O)c1nn(-c2ccccc2F)c(C)c1C(C)=O | 27 | -0.5 | -1 | . | i | 8 | 2 | -0.7 | -13 | -1
CC1(C)CC(NC(=O)c2ccccc2Cl)CC(C)(C)N1 | 8 | 3.4 | -8 | . | . | 3 | -2 | -0.3 | -7 | 2
CCCC(=O)Nc1ccccc1NC(=O)c1cc(OC)c(OC)c(OC)c1 | 6 | -1.3 | -12 | . | . | 7 | -7 | -0.2 | -2 | -3
CCn1c(=O)c2cc(C(=O)N(C)CC(OC)OC)sc2c2ccccc21 | . | . | -7 | 1.3 | -0.5 | 7 | 38* | -3.2 | -35 | -6

Next section
structure | VHR inh abs | PfHsp40 rescue | PriA SSB inh | TcdB inh | BH1578 lux ind | Yp Topo-I inh | Anthrax LF inh2 | BoNT A protease | CCHFV vOTU inh | SARS 3CLpro inh
CSc1ccc(S(=O)(=O)NCC(=O)OCC(=O)N(C)Cc2ccccc2)cc1[N+](=O)[O-] | . | 1.3 | 2 | 0.0 | i | 16 | 2 | -0.3 | 0 | .
Cc1cc(Nc2cccc(Cl)n2)n(-c2ccccc2)n1 | 10 | 1.1 | -8 | 2.9 | -0.3 | -5 | 1 | -2.5 | 1 | 0
O=C(NCc1ccccc1)C(c1ccccc1)N(C(=O)c1csnn1)C1CCCC1 (stereo not drawn) | 30 | -0.6 | 2 | -0.7 | -2.3 | 12 | 0 | 1.7 | 3 | 0
COc1ccc(OC)c(NC(=O)C2CC(=O)N(c3ccccc3)C2)c1 (stereo not drawn) | -2 | 0.6 | -5 | . | 0.1 | 3 | -1 | -0.4 | 4 | -4
CC(C)c1nccn1CCC(=O)O | 31 | -1.0 | -13 | -2.2 | 1.6 | 7 | -1 | 0.7 | 8 | 0
O=C1c2ccccc2C(=O)N1c1ncn[nH]1 | 24 | -1.0 | -1 | 1.1 | -2.4 | 8 | 5 | -0.1 | 4 | -1
Nc1ccccc1SCc1csc(-c2ccc(Cl)cc2)n1 | 13 | 9.7 | -13 | 1.1 | -0.6 | 28 | -11 | -2.6 | -13 | -2
COC(=O)CCCn1cc(CN2CC(N3CCCCC3)CS2(=O)=O)nn1 (stereo not drawn) | . | . | . | -1.2 | . | . | -9 | 0.3 | -6 | .
CC(C)(CNC(=O)c1ccc([N+](=O)[O-])c(Cl)c1)CNC(=O)c1ccc([N+](=O)[O-])c(Cl)c1 | 10 | 0.8 | 7 | . | 0.4 | 2 | -5 | -0.8 | 5 | 7
Cc1nn2c(NCCN(C)C)c3c(nc2c1-c1ccccc1)CCCC3 | 28 | -0.6 | -6 | 2.5 | i | -12 | -17 | -8.5 | 6 | -4
Cc1cc(C)n2nc(SCc3ncc(-c4ccccc4)o3)nc2n1 | 0 | -1.4 | -5 | . | -0.3 | 20 | 0 | 0.2 | 7 | .

Random excerpt: 7 entries already listed, in no set order.
structure | VHR inh abs | PfHsp40 rescue | PriA SSB inh | TcdB inh | BH1578 lux ind | Yp Topo-I inh | Anthrax LF inh2 | BoNT A protease | CCHFV vOTU inh | SARS 3CLpro inh
Cc1cc(C)n2nc(SCc3ncc(-c4ccccc4)o3)nc2n1 | 0 | -1.4 | -5 | . | -0.3 | 20 | 0 | 0.2 | 7 | .
Nc1ccccc1SCc1csc(-c2ccc(Cl)cc2)n1 | 13 | 9.7 | -13 | 1.1 | -0.6 | 28 | -11 | -2.6 | -13 | -2
Cc1cc(Nc2cccc(Cl)n2)n(-c2ccccc2)n1 | 10 | 1.1 | -8 | 2.9 | -0.3 | -5 | 1 | -2.5 | 1 | 0
COC(=O)CCCn1cc(CN2CC(N3CCCCC3)CS2(=O)=O)nn1 (stereo not drawn) | . | . | . | -1.2 | . | . | -9 | 0.3 | -6 | .
Cc1nn2c(NCCN(C)C)c3c(nc2c1-c1ccccc1)CCCC3 | 28 | -0.6 | -6 | 2.5 | i | -12 | -17 | -8.5 | 6 | -4
O=C(NCc1ccccc1)C(c1ccccc1)N(C(=O)c1csnn1)C1CCCC1 (stereo not drawn) | 30 | -0.6 | 2 | -0.7 | -2.3 | 12 | 0 | 1.7 | 3 | 0
CC(C)(CNC(=O)c1ccc([N+](=O)[O-])c(Cl)c1)CNC(=O)c1ccc([N+](=O)[O-])c(Cl)c1 | 10 | 0.8 | 7 | . | 0.4 | 2 | -5 | -0.8 | 5 | 7
